Screening data (PubChem BioAssay)
APP transl inh – inhibitors of APP translation via 5'UTR reporter, primary screen, APP 5'UTR luciferase, SH-SY5Y cells | SH-SY5Y APP 5'UTR-luciferase reporter, luminescence | inhibition, % at 2 µM | hit rate 0.82% among 190,000 | AID 1285, 2008;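 active means inhibition above a set limit, derived from the sample mean plus 3 SD, cut at about 45% in these data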; further: values of inactives mirror those of a sister screen read the other way
FLuc inh counter – firefly luciferase enzyme inhibitors, primary screen, artefact control for luciferase-based inhibitor screens, biochemical, luminescence, ATPLite | inhibition, % at 10 µM | 10 min | Luciferin 4-monooxygenase (Photinus pyralis), P08659 | hit rate 1.5% among 200,000;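 active means inhibition above about 50% when tested at 10 µM, limit read from the data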
Target sequence (P08659 whole entry, looked up): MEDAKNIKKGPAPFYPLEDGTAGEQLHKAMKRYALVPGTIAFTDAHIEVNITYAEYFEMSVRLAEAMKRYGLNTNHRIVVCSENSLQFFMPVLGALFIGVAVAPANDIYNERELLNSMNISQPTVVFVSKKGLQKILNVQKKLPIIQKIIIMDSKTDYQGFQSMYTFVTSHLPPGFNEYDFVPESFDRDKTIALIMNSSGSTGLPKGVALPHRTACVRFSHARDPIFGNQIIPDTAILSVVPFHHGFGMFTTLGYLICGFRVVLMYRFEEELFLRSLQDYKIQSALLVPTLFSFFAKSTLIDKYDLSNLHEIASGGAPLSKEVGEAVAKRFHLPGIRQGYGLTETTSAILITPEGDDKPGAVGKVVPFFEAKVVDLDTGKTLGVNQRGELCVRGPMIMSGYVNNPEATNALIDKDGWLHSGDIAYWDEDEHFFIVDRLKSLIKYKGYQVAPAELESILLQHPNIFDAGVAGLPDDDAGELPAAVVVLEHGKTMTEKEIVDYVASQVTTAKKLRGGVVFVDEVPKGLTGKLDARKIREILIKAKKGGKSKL
RAM network inh – inhibitors of the yeast RAM network, primary screen, dse1pr::URA3 reporter, 5-FOA selection; S. cerevisiae dse1pr::URA3 reporter, 5-FOA growth OD615, 2 d; analog-sensitive cbk1-as2 kinase mutant strain; inhibition, % at 50 µM; hit rate 1.8% among 190,000; AID 868, 2007;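 active means inhibition above a set limit, 3 SD over mean compound inhibition, cut at about 8.4% in these data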;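 further: 0% = DMSO-only wells with no growth and 100% = 10 µM 1-NA-PP1 full growth; inhibition rescues growth on 5-FOA so higher OD means more RAM inhibition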
STAT1 act – STAT1 signaling activators, primary screen, cell-based, HTS, luciferase reporter | NIH 3T3 STAT1-luciferase reporter, IFN-gamma, luminescence; 100% = IFN-gamma alone, no compound | activation (% of control), % at 5.5 µM | hit rate 2.6% among 200,000 | AID 932, 2007;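 active means activation above the screen-wide mean activation plus 3 SD, cut at about 130% in these data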;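 further: raw ratio to IFN-gamma control signal so 100% means no change and 0% no light; values of inactives mirror those of a sister screen read the other way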
STAT1 inh – STAT1 signaling inhibitors, primary screen, cell-based, HTS, luciferase reporter; NIH 3T3 STAT1-luciferase reporter, IFN-gamma, luminescence; inhibition, % at 5.5 µM; hit rate 0.35% among 200,000;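 active means inhibition above a set limit, the mean inhibition across all tested compounds plus 3 SD, cut at about 34% in these data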;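 further: 0% = IFN-gamma with DMSO and 100% = IFN-gamma with 300 µM nifuroxazide; values of inactives mirror those of a sister screen read the other way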
STAT3 act – IL-6 driven STAT3 reporter potentiators, primary screen, U3A cells, luciferase, luminescence, MLSCN library. activation (% of control), % at 5.6 µM. IL-6 STAT3-luciferase reporter; 100% = signal with IL-6 EC80 alone. AID 871, 2007. hit rate 0.91% among 190,000;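 active means activation above the screen-wide mean of compound activation plus 3 SD, cut at about 130% in these data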;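 further: 0% = background luminescence of wells with medium and substrate only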
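Test system: Human STAT1-deficient U3A cells with stable STAT3-luciferase reporter | Also added: Interleukin-6, 33 ng/mL | Timing: Compound pre-incubation 1 h before IL-6, then 6 h stimulation at 37 °C | Technique: Luciferase reporter luminescence | Read-out: Percent of IL-6-only median luminescence | Benchmarks: IL-6-only wells as 100% reference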
Hsp70 activator – Hsp70 transcriptional activators, primary screen, cell-based, HeLa, Hsp70 promoter luciferase, luminescence, 10 µM. HeLa Hsp70 promoter luciferase reporter; scaled: vehicle 0, proteasome-inhibitor control 100%. activation, % at 10 µM. hit rate 0.04% among 200,000. AID 1203, 2008;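 active means activation above the mean across all tested compounds plus 3 SD, cutoff set per campaign, cut at about 5.5% in these data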;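 further: 100% = MG132 at 30 µM as the positive control and 0% = DMSO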
STAT3 blocker – IL-6 driven STAT3 reporter inhibitors, primary screen, U3A cells, luciferase, luminescence, MLSCN library | IL-6 STAT3-luciferase reporter; host cell line lacks STAT1 | inhibition, % at 5.5 µM | hit rate 0.89% among 190,000 | AID 862, 2007;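 active means inhibition above the mean inhibition across all screened compounds plus 3 SD, cut at about 44% in these data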;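 further: 0% = DMSO only wells and 100% = 100 µM nifuroxazide control wells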
APP 5'UTR act – activators of APP 5'UTR luciferase reporter, primary screen, SH-SY5Y cells; AID 1276, 2008; hit rate 1% among 190,000; SH-SY5Y APP 5'UTR luciferase reporter, luminescence; zero percent = DMSO vehicle wells; activation, % at 2 µM;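 active means activation above a set limit, based on mean plus 3 SD of controls, cut at about 140% in these data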; further: values of inactives mirror those of a sister screen read the other way
NF-kB expr up – activators of NF-kB expression in neurons, primary screen, cell-based, HTS. fold change at 12.5 µM. hit rate 1.6% among 190,000. human neuronal cells, NF-kB reporter expression; hits give high values. AID 1239, 2008; in the data active means fold change above about 3.3
Starred values were filed as active, the others as inactive; . = no result given.

structure	APP transl inh	FLuc inh counter	RAM network inh	STAT1 act	STAT1 inh	STAT3 act	Hsp70 activator	STAT3 blocker	APP 5'UTR act	NF-kB expr up
COc1ccc([C@@H]2C(C#N)=C(N)S[C@@H](c3ccccc3)[C@@H]2[N+](=O)[O-])cc1	1	-5	4.6	98	3	104	0.1	0	-1	0.99
COc1ccc(C(O)P(=O)(OC2CCCCC2)c2ccc(N(C)C)cc2)cc1OC (stereo not drawn)	-1	-3	0.7	99	1	109	0.6	-8	1	0.93
COc1ccccc1CNC(=O)c1cc2sccc2n1C	-9	-2	1.4	103	-4	100	-0.2	6	9	0.87
O=C(NC1CCCCC1)C(c1cc2c(cc1[N+](=O)[O-])OCO2)N1CCCCC1 (stereo not drawn)	-1	0	0.7	106	-7	104	-0.4	-1	1	0.89
Cc1ccc(C(=O)OCC(=O)c2c(N)n(C)c(=O)n(C)c2=O)cc1S(=O)(=O)N1CCCCC1	-4	-9	2.7	102	-2	111	-0.4	-16	4	0.78
CCOc1ccc(-c2cc(C(=O)NCCCN3CCN(CC)CC3)c3ccccc3n2)cc1	-25	67*	-1.2	99	1	98	0.3	6	25	0.73
Cc1cc(C(=O)NCC(C)C)c2ccccc2n1	-7	60*	0.6	96	4	110	-0.1	-6	7	0.93
CCOC(=O)c1ccccc1NC(=O)CN(c1ccccc1OC)S(C)(=O)=O	21	0	4.4	98	2	99	0.2	2	-21	1.2
COc1cccc2c(=O)cc(C)n(CC(=O)Nc3ccccc3C)c12	10	-4	0.8	90	12	95	-0.4	6	-10	0.97
CN(C)c1nnnn1-c1ccc(OC(F)(F)F)cc1	2	0	-0.2	107	-9	99	-0.2	5	-2	1.1
CCOc1ccc(NC(=O)CCC(=O)NNC(=O)Nc2ccc(Cl)cc2)cc1	-4	-4	4.6	100	0	96	0.1	9	4	1.3
O=C(C1CCCN(Cc2nc(-c3ccc(Cl)cc3)no2)C1)N1CCOCC1 (stereo not drawn)	21	-7	0.3	104	-5	105	-0.3	0	-21	1.2
COc1ccc(-c2nn3c(-c4ccccn4)nnc3s2)cc1OC	-26	-7	1.8	107	-7	100	0.0	7	26	0.62
CCOC(=O)c1cccc(NC(=O)CSc2nnc(C3CCCCC3)n2C)c1	-7	-2	0.9	94	6	105	-0.2	-2	7	1.1
CS(=O)(=O)c1ccc(S(=O)CC(=O)Oc2ccc(Cl)cc2)c([N+](=O)[O-])c1 (stereo not drawn)	35	-5	6.3	96	3	135*	-0.1	-38	-35	1.1
C=CCOc1ccc2oc(=O)cc(C)c2c1	-6	-2	1.2	93	8	100	-0.1	4	6	1.5
CN(Cc1ccccc1)C(=O)c1nc2ccccn2c1CNCCn1cccn1	12	1	0.1	94	5	101	-0.1	4	-12	1.2
COC(=O)c1c(C)c2c(C)cc3ccccn3c-2c1C(=O)OC	-2	-3	0.0	105	-5	95	-0.3	7	2	1.2
COc1ccc(CCNC(=O)CSc2cn(Cc3cccc(C)c3)c3ccccc23)cc1OC	-12	-2	6.3	94	6	108	-0.1	-10	12	0.9
O=C(NCc1ccccc1)c1n[nH]nc1-c1ccccc1O	32	5	-0.7	103	-4	105	-0.3	0	-15	1.4

The list goes on.
structure	APP transl inh	FLuc inh counter	RAM network inh	STAT1 act	STAT1 inh	STAT3 act	Hsp70 activator	STAT3 blocker	APP 5'UTR act	NF-kB expr up
COc1ccc(-n2c(-c3cnccn3)n[nH]c2=S)cc1	3	-5	-0.4	102	-2	103	-0.3	0	-3	1
CCn1c(C)c(C)c2cc(C(=O)Nc3cccc(Cl)c3)ccc21	-34	-7	2.4	111	-12	93	0.5	15	34	1.7
CN(c1ccc(S(=O)(=O)N2CCOCC2)cn1)C1CCCCC1	-4	-10	0.6	100	0	105	0.1	-3	4	1.1
CC1=CC(C)(C)N(C(=O)CN2C(=O)c3ccccc3C2=O)c2ccc(C)cc21	-10	-4	-0.9	90	11	97	-0.2	8	10	0.88
O=[N+]([O-])c1ccccc1OCCOCCOc1cccc2cccnc12	12	-1	1.4	87	15	99	-0.2	2	-12	1.7
COc1ccc(C(=O)NCc2ccc(N3CCN(C(=O)OC(C)(C)C)CC3)cc2)cc1	.	-4	-0.3	105	-5	89	-0.1	19	.	0.98
CCCCc1nnc(NC(=O)CN2C(=O)c3ccccc3C2=O)s1	-12	-1	3.5	97	1	96	0.0	9	11	1.3
O=C(CCCOc1ccc(Cl)cc1Cl)NCCCO	-10	-1	-1.6	95	4	109	-0.2	-7	10	1.2
CO/N=C(\N)c1ccc([N+](=O)[O-])cc1	-10	-9	-0.3	98	2	100	-0.1	2	10	1.2
COc1ccc2c(C)c(C)c(=O)oc2c1OC	-18	1	2.5	102	-5	82	0.0	26	18	1
CCN(CC)C(=O)C12CC3CC(CC(Cl)(C3)C1)C2	-18	-7	0.9	101	-1	101	-0.4	4	18	1.1
CCc1nnc(NC(=O)CN2C(=O)c3ccccc3S2(=O)=O)s1	-5	-5	2.1	107	-8	106	-0.2	-4	5	0.89
COc1ccccc1C(O)(C(=O)NNc1cccc(C)c1)c1ccccc1OC	2	-8	0.4	100	0	99	0.2	9	-2	1.1
CCc1cccc(CC)c1NC(=O)CSc1nc2ccc(N3C(=O)C4C(C3=O)[C@H]3C=C[C@@H]4C3)cc2s1 (stereo partly drawn)	-27	-2	0.8	102	-2	101	-0.5	-2	27	0.61
CC(C)(C)C(=O)NC(=S)NNC(=O)c1ccc(-c2ccccc2)cc1	67*	-7	2.0	108	-9	87	-0.1	22	-67	0.68
NS(=O)(=O)c1ccc(CCNC(=O)COC(=O)CN2C(=O)C3CCCCC3C2=O)cc1 (stereo not drawn)	-12	-5	3.4	101	0	96	0.1	5	12	1
CCC1/C(=N\O)CC(c2ccco2)NC1c1ccco1 (stereo not drawn)	-11	-3	-0.2	101	-1	111	-0.2	-2	11	0.93
Cn1c(=O)cc(OCC(=O)N2CCN(c3ccccc3F)CC2)c2ccccc21	-5	-5	1.9	90	10	95	0.8	17	5	0.99
COc1ccc(C2(O)CCN(Cc3nnnn3Cc3ccc(C)cc3)CC2)cc1	4	-9	-0.1	96	5	100	-0.3	4	-4	0.85
Brc1ccc(CSc2nnc(-c3ccco3)o2)cc1	-5	9	3.4	101	-1	96	-0.4	4	5	2.8

Following part.
structure	APP transl inh	FLuc inh counter	RAM network inh	STAT1 act	STAT1 inh	STAT3 act	Hsp70 activator	STAT3 blocker	APP 5'UTR act	NF-kB expr up
O=[N+]([O-])c1ccc(S(=O)(=O)NCC(c2cccnc2)N2CCOCC2)cc1 (stereo not drawn)	-7	-4	0.6	97	2	102	-0.4	9	7	0.92
CNS(=O)(=O)c1ccc(NC(=O)C2CC(=O)N(c3ccc(Cl)cc3)C2)cc1 (stereo not drawn)	-27	-5	4.3	102	-3	99	-0.1	9	27	1
Cc1cc(C(=O)N/N=C2\CC(=O)CC(C)(C)C2)c2ccccc2n1	-8	2	0.1	94	8	108	-0.3	-13	8	1.3
Cc1ccc(Cl)cc1N1CCN(S(=O)(=O)N2CCCCC2)CC1	-13	-2	5.6	93	6	106	-0.4	0	13	1.1
N/C(=N\OC(=O)CCCN1C(=O)c2ccccc2C1=O)c1ccc(Cl)cc1	3	0	7.7	105	-6	102	-0.3	-3	-3	1.2
COc1ccc(Cl)cc1C(=O)NNC(=O)c1cccc([N+](=O)[O-])c1	-5	-5	3.4	99	-2	85	-0.3	23	5	1
CCN(CC)CCNS(=O)(=O)c1ccc(OC)c(Br)c1	1	-5	1.1	101	-1	98	-0.2	8	-1	1
CCN1CCN(C(c2cc(OC)ccc2OC)c2nnnn2Cc2ccccc2)CC1 (stereo not drawn)	-4	-6	0.3	90	11	99	-0.2	9	4	1.1
CC1CC(=O)N(CC(=O)Nc2ccc3c(c2)OCO3)c2ccccc2S1 (stereo not drawn)	8	0	1.9	89	13	104	-0.2	0	-7	0.87
COc1cc(/C=N/NC(=O)c2cc(C)n(-c3ccc(F)cc3)c2C)cc(OC)c1O	0	5	2.0	104	-4	101	0.2	7	0	1
O=C(Oc1ccc(-c2nnco2)cc1)N1CCCCC1	-20	5	1.4	102	-2	99	-0.2	5	20	1.5
CC(N=C(NS(=O)(=O)c1ccc(Cl)cc1)c1ccccc1)C(=O)O (stereo not drawn)	4	-8	0.2	97	3	91	-0.6	17	-4	1
COc1ccc2cc(CCNC(=O)C3CC3)c(=O)[nH]c2c1	6	0	2.0	97	3	100	-0.3	4	-6	1.1
COc1cccc(-c2cc(C(=O)N3CCCc4ccccc43)no2)c1	-20	14	1.6	121	-23	93	0.9	11	20	2
Clc1ccc2nc(-c3ccccn3)c(Nc3ccc4c(c3)OCO4)n2c1	46*	-4	-0.7	104	-4	100	-0.2	-2	-46	1.4
COC(=O)c1ccc(Oc2nc(NC(C)C)nc(N(C)C)n2)cc1	5	-3	1.4	95	8	89	-0.1	17	-5	1.1
Cc1ccc(Nc2nc(-c3cccs3)cs2)nc1	-172	85*	0.1	40	64*	33	-0.5	80*	172*	4.9*
Clc1ccc(CN2CCCCCCC2)cc1Cl	-6	-11	-0.1	104	-4	99	-0.2	5	6	1.1
CCC(=S)/C=C1\Sc2ccc3ccccc3c2N1CCCS(=O)(=O)O	-30	7	1.5	100	0	112	-0.1	-7	30	1
O=C(CCN1CCCCCC1)Nc1ccc2c(c1)OCCO2	-35	-2	1.1	99	1	96	-0.4	10	35	1.4

An excerpt from above, showing only RAM network inh:
SMILES	RAM network inh
COc1ccc2cc(CCNC(=O)C3CC3)c(=O)[nH]c2c1	2.0
COc1cccc(-c2cc(C(=O)N3CCCc4ccccc43)no2)c1	1.6

Carrying on.
structure	APP transl inh	FLuc inh counter	RAM network inh	STAT1 act	STAT1 inh	STAT3 act	Hsp70 activator	STAT3 blocker	APP 5'UTR act	NF-kB expr up
COc1ccc(/C=C2\CCCC3C2=NN(C(=O)c2ccco2)C3c2ccc(OC)c(OC)c2)cc1OC (stereo not drawn)	-1	-7	3.8	96	4	97	-0.1	8	1	0.56
O=C1CSC(=S)N1N1C(=O)c2cccc([N+](=O)[O-])c2C1=O	2	-4	0.1	99	-1	99	-0.1	7	-2	0.94
CCN=c1sc(C(=O)OC)cc(=O)n1CC	-2	-8	0.4	104	-4	114	-0.1	-16	2	1
COc1ccccc1N(CN1C(=O)c2ccccc2C1=O)C(=O)c1cccc(C)c1	-11	-4	0.1	96	4	106	-0.2	-4	11	0.9
CCC1CCCCN1C(=O)COC(=O)c1cc2ccccc2cc1O (stereo not drawn)	-19	-2	2.4	97	5	108	-0.1	-5	19	0.99
CC1=CC(C)(C)N(C(=O)CN2C(=O)CCC2=O)c2ccccc21	13	0	0.4	93	6	99	0.0	7	-13	1.1
